Screens from PubChem.
RGS4 act = RGS4 potentiation or activation | HEK293 M3R/inducible RGS4, carbachol calcium flux Fluo4; hits give low values | B-score at 10 µM | 310,000 tested, 0.92% active | AID 463111;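 active = B-score of the integrated calcium signal more than 4 SD below the library mean, with starting fluorescence not abnormally high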;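 note: negative B-score means reduced calcium response which marks RGS4 activation or potentiation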
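Also added: carbachol at ECmax as muscarinic agonist stimulus; Assay system: HEK293 cells with stable M3R and inducible RGS4; Timing: overnight RGS4 induction, 30 min dye load 37 °C, 20 min compound RT; Measured by: Fluo4-AM (2 µM) calcium-flux fluorescence, kinetic read.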
ANO1 activ = activators or potentiators of mouse TMEM16A chloride channel | Q8BHY3 | HEK293 TMEM16A/YFP-H148Q/I152L, iodide quench fluorescence; hits give low values | B-score at 10 µM | 340,000 tested, 0.3% active | AID 623877;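 active = fluorescence-ratio B-score plate-corrected deviation score at least 3 library SD below zero, with starting fluorescence score within 5 deviations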;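 note: channel opened by trigger with iodide after compound preincubation; score built on the fluorescence ratio of max minus min over baseline; more negative score means more quench and so TMEM16A activation or potentiation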
HDAC3 inhib = human HDAC3 inhibition | inhibition, % at 8.3 µM | O15379 | recombinant HDAC3, fluorogenic peptide/trypsin coupled, fluorescence | 320,000 tested, 0.15% active | AID 2718; in the data active = inhibition above about 26%, passing the limit was not always enough
RGS4 block = inhibitors of human RGS4; 310,000 tested, 0.45% active; B-score at 10 µM; HEK293 M3R/RGS4 inducible, Fluo-4 calcium flux; hits give high values; triggered by carbachol at its EC20; P49798;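 active = B-score, a plate-corrected calcium signal, over three deviations above library mean, with baseline fluorescence within five deviations of library mean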;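 note: RGS4 expression induced by doxycycline in cells with stable M3 receptor; B-score is computed from the integrated fluorescence ratio over baseline after carbachol; higher B-score means a larger calcium signal and so more RGS4 inhibition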
Target sequence (P49798 whole entry, looked up): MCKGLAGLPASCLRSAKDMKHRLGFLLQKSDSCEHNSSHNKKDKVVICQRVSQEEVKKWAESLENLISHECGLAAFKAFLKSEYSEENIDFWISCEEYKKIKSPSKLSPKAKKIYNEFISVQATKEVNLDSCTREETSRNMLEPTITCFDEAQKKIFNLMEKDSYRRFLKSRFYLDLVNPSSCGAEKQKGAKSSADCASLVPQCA
KCNQ1 block = blocks the human KCNQ1 potassium channel. AID 2642. P51787. 310,000 tested, 1.3% active. B-score at 10 µM. CHO-K1 KCNQ1, FluxOR thallium flux fluorescence; hits give high values;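 active = compounds whose thallium flux B-score, printed positive for inhibition, exceeds three library SD while starting fluorescence stays within three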;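 note: channel opened by potassium depolarization with thallium stimulus after 20 min compound exposure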
KCNQ1 act = potentiators or activators of human KCNQ1 potassium channel; AID 2648; CHO-K1 KCNQ1, thallium flux FluxOR fluorescence; hits give high values; P51787; 310,000 tested, 0.35% active; B-score at 10 µM;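 active = fluorescence ratio B-score, a plate-corrected score, at least three library SD, with initial intensity B-score within 5 SD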
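Material: CHO-K1 cells stably expressing KCNQ1. Medium: assay buffer for compound exposure, DMSO matched across wells. Reagent: K+/Tl+ depolarizing stimulus. Compound dosing: single-concentration screen. Times: 37 °C overnight plating, 90-min dark dye load, 20-min compound pretreatment. Technique: FluxOR Tl+ flux fluorescence.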
SKKanGAS inh = inhibitors of SKKanGAS S. pyogenes growth in kanamycin (SK-promoter or general growth effect); BacTiter-Glo, 6 h; inhibition, % at 7.5 µM; 300,000 tested, 1.3% active;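 active = mean replicate score, as percent of positive control median, at least 50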;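 note: strain carries kanamycin resistance gene driven by streptokinase promoter and grows in 40 µg/ml kanamycin; loss of luminescence reflects streptokinase promoter inhibition or plain growth inhibition; 0% = median of DMSO wells and 100% = positive control at its reference dose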
KCNK3 block = human KCNK3 channel inhibition, primary screen | O14649 | CHO-KCNK3 thallium flux, FluxOR fluorescence; hits give low values | B-score at 10 µM | 340,000 tested, 0.84% active | AID 602410;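 active = B-score under library mean minus 4 SD, starting fluorescence ratio at most library mean plus 5 SD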;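 note: more negative B-score means stronger inhibition of thallium flux through KCNK3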
KCNK9 block = human KCNK9 channel inhibition. HEK293 KCNK9, FluxOR thallium flux fluorescence; hits give low values. 310,000 tested, 1.2% active. B-score at 10 µM;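 active = ratio B-score over 3 SD below the library mean, with starting fluorescence within 5 SD of its mean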;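 note: negative B-score means less thallium flux so channel inhibition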
Target sequence (Q9NPC2 whole entry, looked up): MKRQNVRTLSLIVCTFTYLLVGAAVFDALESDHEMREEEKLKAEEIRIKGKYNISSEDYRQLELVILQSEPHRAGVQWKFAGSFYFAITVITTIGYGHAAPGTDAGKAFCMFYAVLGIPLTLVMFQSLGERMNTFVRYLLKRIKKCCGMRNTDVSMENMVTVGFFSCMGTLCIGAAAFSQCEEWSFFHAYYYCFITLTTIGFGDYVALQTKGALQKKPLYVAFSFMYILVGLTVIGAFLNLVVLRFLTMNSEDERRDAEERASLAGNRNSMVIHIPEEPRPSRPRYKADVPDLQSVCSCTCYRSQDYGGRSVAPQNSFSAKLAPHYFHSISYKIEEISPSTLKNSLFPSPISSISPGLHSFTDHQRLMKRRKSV
hERG rescue = hERG (human) protection from proarrhythmic block; Q12809; CHO-hERG, FluxOR thallium flux, dofetilide IC70 present; activation (rescue from dofetilide block), less the hit threshold, % at 10 µM; 310,000 tested, 0.51% active; AID 1511;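 active = activation above the mean of controls blocked by dofetilide plus 5 SD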;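 note: thallium influx through hERG after potassium depolarization seen as dye fluorescence rise; in these data hits start at about 4.7%; inactives centre near -7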
ANO1 block = blocks the mouse calcium-activated chloride channel TMEM16A; Q8BHY3; HEK293 TMEM16A/YFP iodide influx fluorescence, ionomycin; normalized B-score (activity score, 25-100; higher = stronger inhibition) at 10 µM; 310,000 tested, 1.2% active; AID 588511;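 active = ratio plate-corrected score three or more library SD toward inhibition, starting fluorescence score within five deviations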;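 note: score derived from kinetic fluorescence span divided by baseline fluorescence per well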
Active calls of the source: *; i = inactive; . = not tested or not shown; & = joins results of further samples.

SMILES	RGS4 act	ANO1 activ	HDAC3 inhib	RGS4 block	KCNQ1 block	KCNQ1 act	SKKanGAS inh	KCNK3 block	KCNK9 block	hERG rescue	ANO1 block
O=C1NCC2(CCN(CCc3ccccc3)CC2)O1	i	i	-4.5	i	i	i	-3.2	i	i	-5.9	i
COc1nc(C)nc(Cl)c1NC1=NCCN1	i	i	3.3	i	i	i	-6.8	i	i	-1.3	i
NS(=O)(=O)c1cc2c(cc1C(F)(F)F)NC(Cc1ccccc1)NS2(=O)=O (configuration not stated)	i	i	4.2	i	i	i	-1.4	i	i	-6.4	i
CCCOc1ccccc1-c1nc2n[nH]nc2c(=O)[nH]1	i	i	-4.1	i	i	i	4.8	i	i	-5.3	i
Cc1nc2c3ccccc3nc(NNC(=O)CCC(=O)N3CCN(c4ccccc4)CC3)n2n1	i	i	-0.1	i	i	i	-7.2	i	i	-9.3	i
O=C(O)COC(=O)Cc1ccccc1Nc1c(Cl)cccc1Cl	i	i	-9.2	i	i	i	1.1	i	i	-5.0	i
CN1CCN(C(=O)c2cc3cc(Cl)ccc3[nH]2)CC1	i	i	-0.2	i	i	i	2.7	i	i	-10.6	i
CCOC(=O)C1(CCOc2ccccc2)CCN(Cc2ccc(O)c(Cl)c2)CC1	i	i	0.8	i	i	i	-3.9	i	i	-23.0	i
CC1(C)O[C@H]2CC(=O)OCC23[C@H]2CC[C@@]4(C)[C@H](c5ccoc5)OC(=O)[C@H]5O[C@]54[C@]2(C)C(=O)C[C@@H]13 (some centres not stated)	i	i	-2.1	i	i	i	-1.7	i	i	-8.7	i
O=c1cc[nH]c(=O)[nH]1	i	i	0.0	i	i	i	2.0	i	i	-1.8	i
c1ccc2c(CC3=NCCN3)cccc2c1	i	i	-1.1	i	i	i	2.4	i	i	-1.9	i
C/C=C/C=N\NC(=O)c1ccncc1	i	i	-3.5	i	i	i	0.3	i	i	-2.8	i

Profiles as entered above. Screens in order: RGS4 act, ANO1 activ, HDAC3 inhib, RGS4 block, KCNQ1 block, KCNQ1 act, SKKanGAS inh, KCNK3 block, KCNK9 block, hERG rescue, ANO1 block
CCOC(=O)C1(CCOc2ccccc2)CCN(Cc2ccc(O)c(Cl)c2)CC1 across the screens: i, i, 0.8, i, i, i, -3.9, i, i, -23.0, i
O=C(O)COC(=O)Cc1ccccc1Nc1c(Cl)cccc1Cl across the screens: i, i, -9.2, i, i, i, 1.1, i, i, -5.0, i
O=c1cc[nH]c(=O)[nH]1 across the screens: i, i, 0.0, i, i, i, 2.0, i, i, -1.8, i
c1ccc2c(CC3=NCCN3)cccc2c1 across the screens: i, i, -1.1, i, i, i, 2.4, i, i, -1.9, i

Fetched by structure from above (three):
SMILES	RGS4 act	ANO1 activ	HDAC3 inhib	RGS4 block	KCNQ1 block	KCNQ1 act	SKKanGAS inh	KCNK3 block	KCNK9 block	hERG rescue	ANO1 block
NS(=O)(=O)c1cc2c(cc1C(F)(F)F)NC(Cc1ccccc1)NS2(=O)=O (configuration not stated)	i	i	4.2	i	i	i	-1.4	i	i	-6.4	i
CCCOc1ccccc1-c1nc2n[nH]nc2c(=O)[nH]1	i	i	-4.1	i	i	i	4.8	i	i	-5.3	i
CCOC(=O)C1(CCOc2ccccc2)CCN(Cc2ccc(O)c(Cl)c2)CC1	i	i	0.8	i	i	i	-3.9	i	i	-23.0	i

Continued.
SMILES	RGS4 act	ANO1 activ	HDAC3 inhib	RGS4 block	KCNQ1 block	KCNQ1 act	SKKanGAS inh	KCNK3 block	KCNK9 block	hERG rescue	ANO1 block
Nc1ccc(C(=O)Nc2ccccc2N)cc1	i	i	-7.0	i	i	i	-1.5	i	i	-0.9	i
CC(=O)[C@H]1CC[C@H]2[C@@H]3C[C@H](C)C4=CC(=O)CC[C@]4(C)[C@H]3[C@@H](O)C[C@]12C	i	i	-2.1	i	i	i	-3.1	i	i	-4.9	i
C[C@]12CC[C@H]3[C@@H](CCC4=CC(=O)CC[C@@]43C)[C@@H]1CC[C@@H]2C(=O)CO	i	i	-14.3	i	i	i	9.3	i	i	-10.1	i
CC(Oc1c(Cl)cccc1Cl)C1=NCCN1 (configuration not stated)	i	.	1.0	i	i	i	-6.2	.	i	-6.9	i
C[C@H](CCC(=O)O)[C@H]1CC[C@H]2[C@@H]3[C@@H](O)C[C@@H]4C[C@H](O)CC[C@]4(C)[C@H]3CC[C@]12C	i	i	6.3	i	i	i	2.5	i	i	-10.1	i
Nc1cc(-c2ccncc2)c[nH]c1=O	i	i	-1.7	i	i	i	-1.3	i	i	-5.7	i
CC1=NN(c2ccccc2)C(=O)C1	i	i	1.6	i	i	i	-1.1	i	i	-6.0	i
CN1CCC(=C2c3ccccc3CCc3sccc32)CC1	i	i	-4.9	i	i	i	1.1	i	i	-6.4	i
CC1(C)OC2CC3C4CC(F)C5=CC(=O)C=CC5(C)C4(F)C(O)CC3(C)C2(C(=O)CO)O1 (configuration not stated)	i	i	-2.6	i	i	i	3.8	i	i	-1.7	i
COc1ccc(CN(CCN(C)C)c2ccccn2)cc1	i	i	-2.2&1.2	i	i	i	2.4	i	i	-6.1	i
CCOc1ccc(S(=O)(=O)N2CCCCCC2)c2ccccc12	i	i	5.3	i	i	i	3.9	i	i	-8.9	i
CC(C)Cn1cnc2c1c(=O)n(C)c(=O)n2C	i	i	-2.5	i	i	i	-2.2	i	i	-4.1	i
O=C1N(c2ccccc2)c2ccccc2C1(Cc1ccncc1)Cc1ccncc1	i	i	4.1	i	i	i	1.4&0.6	i	i	-8.0&-11.0	i
COc1ccccc1OCC(O)COC(N)=O (configuration not stated)	i	i	-4.5	i	i	i	11.2	i	i	-1.6	i
CCCn1ncc(CN2CCCC(C(=O)c3cccc(OC(C)C)c3)C2)c1C (configuration not stated)	i	i	3.3	i	i	i	-6.9	i	i	-8.8	i
N=C(N=C(N)N)N1CCOCC1	i	i	-9.4	i	i	i	0.7	i	i	-8.9	i
CC(=O)O[C@]1(C(C)=O)CC[C@H]2[C@@H]3C=C(Cl)C4=CC(=O)[C@@H]5C[C@@H]5[C@]4(C)[C@H]3CC[C@@]21C	i	i	2.1&-9.6	i	i	i	0.2	i	i	-5.7	i
CN(C)CCCN1c2ccccc2Sc2ccccc21	i	i	-6.8	i	i	i	-1.3	i	i	-4.4	i
Cc1cc(C)nc(/N=C(\N)Nc2ccc(S(N)(=O)=O)cc2)n1	i	i	6.2	i	i	i	-30.1	i	i	-7.2	i
Cc1coc2c1C(=O)C(=O)c1c-2ccc2c1CCCC2(C)C	i	i	4.4	i	i	i	41.8	i	i	-9.3	i

Reprinted from above (two entries):
SMILES	RGS4 act	ANO1 activ	HDAC3 inhib	RGS4 block	KCNQ1 block	KCNQ1 act	SKKanGAS inh	KCNK3 block	KCNK9 block	hERG rescue	ANO1 block
O=C1NCC2(CCN(CCc3ccccc3)CC2)O1	i	i	-4.5	i	i	i	-3.2	i	i	-5.9	i
COc1nc(C)nc(Cl)c1NC1=NCCN1	i	i	3.3	i	i	i	-6.8	i	i	-1.3	i

Not all compounds are listed; rates above refer to the full screens.
